# Assay outcomes (PubChem)
# RGS12 GoLoco inh = blocks human Gai1 binding to RGS12 GoLoco peptide, red readout; Potency, µM (doses to about 61.6 µM), for the others: at the highest dose activity, negative = inhibition, most hits filed as inhibitors; AID 880; Gai1:RGS12 GoLoco peptide FP, rhodamine, 10 min; 0.44% of 230,000 active; P63096; active = well fitted inhibition curve with a large enough effect, not every such curve was filed as active; inactive = no such curve, though single readings can be large or run the other way; also: nearly all actives have a fitted effect of over 30% in size; many of its hits are not listed in these tables
# Tau fibril FP = tau fibrillization inhibition (FP). P10636. K18 P301L tau heparin fibrillization, Alexa594 FP, 6 h. Potency, µM (series often up to 57.7 µM), inactives show at the highest dose activity, negative = inhibition, most hits filed as inhibitors. 0.39% of 280,000 active. AID 1468; also: nearly all actives have a fitted effect of over 55% in size
# Target sequence (P10636 561-689 P618L limits assumed): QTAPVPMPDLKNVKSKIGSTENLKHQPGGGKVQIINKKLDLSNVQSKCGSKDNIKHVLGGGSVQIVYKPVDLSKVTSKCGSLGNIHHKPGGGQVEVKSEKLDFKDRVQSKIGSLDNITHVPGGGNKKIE
#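 Steps: dispense K18 P301L tau (15 uM plus 0.24 uM Alexa 594 tracer, final) in pH 7 sodium acetate; add compound; add heparin (20 uM final); incubate 6 hr, 37 C; add ThT (30 uM final); after 1 hr ambient, read FP.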
# RECQ1 helicase = RECQ1 (human) helicase inhibition; P46063; RECQ1 DNA unwinding, red fluorescence kinetic read; AID 2549; 0.54% of 240,000 active; Potency, µM (top dose mostly 57.3 µM), without a hit: top-dose activity, negative = inhibition, usual class: inhibitors;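 also: plate controls were vehicle for no effect and no enzyme for full effect; nearly all actives have a fitted effect of over 30% in size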
#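 RECQ1T1 50 nM; forked duplex (20 bp + 30-nt ss tails) 200 nM, ATP 2 mM final; pH 8.0, 2 mM MgCl2, 2.5 ug/ml poly(dI-dC); 15 min compound preincubation; discontinuous kinetic read over 2 h at RT.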
# JMJD2E inh = blocks human JMJD2E demethylase activity. JMJD2E catalytic domain, FDH-coupled NADH fluorescence (FDH is formaldehyde dehydrogenase). B2RXH2. Potency, µM (top dose mostly 57.1 µM), without a hit: at the highest dose activity change, negative = inhibition, most hits filed as inhibitors. 1.6% of 230,000 active; active = well fitted inhibition curve with a large enough effect, not every such curve was filed as active; inconclusive = small, poorly fitted or top-dose-only effect, or another doubt; inactive = no such curve, though single readings can be large or run the other way;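 also: 0% = wells with enzyme and -100% = buffer wells without enzyme; nearly all actives have a fitted effect of over 50% in size; many of its hits are not listed in these tables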
# L3MBTL1 block = inhibitors of human L3MBTL1. Q9Y468. AlphaScreen L3MBTL1–H3K9me1 peptide binding. Potency, µM (top dose mostly 57.1 µM), for the others: at the highest dose activity, negative = inhibition, hits mostly inhibitors. 0.66% of 230,000 active. AID 485360; also: nearly all actives have a fitted effect of over 60% in size
# Target sequence (Q9Y468 whole entry, looked up): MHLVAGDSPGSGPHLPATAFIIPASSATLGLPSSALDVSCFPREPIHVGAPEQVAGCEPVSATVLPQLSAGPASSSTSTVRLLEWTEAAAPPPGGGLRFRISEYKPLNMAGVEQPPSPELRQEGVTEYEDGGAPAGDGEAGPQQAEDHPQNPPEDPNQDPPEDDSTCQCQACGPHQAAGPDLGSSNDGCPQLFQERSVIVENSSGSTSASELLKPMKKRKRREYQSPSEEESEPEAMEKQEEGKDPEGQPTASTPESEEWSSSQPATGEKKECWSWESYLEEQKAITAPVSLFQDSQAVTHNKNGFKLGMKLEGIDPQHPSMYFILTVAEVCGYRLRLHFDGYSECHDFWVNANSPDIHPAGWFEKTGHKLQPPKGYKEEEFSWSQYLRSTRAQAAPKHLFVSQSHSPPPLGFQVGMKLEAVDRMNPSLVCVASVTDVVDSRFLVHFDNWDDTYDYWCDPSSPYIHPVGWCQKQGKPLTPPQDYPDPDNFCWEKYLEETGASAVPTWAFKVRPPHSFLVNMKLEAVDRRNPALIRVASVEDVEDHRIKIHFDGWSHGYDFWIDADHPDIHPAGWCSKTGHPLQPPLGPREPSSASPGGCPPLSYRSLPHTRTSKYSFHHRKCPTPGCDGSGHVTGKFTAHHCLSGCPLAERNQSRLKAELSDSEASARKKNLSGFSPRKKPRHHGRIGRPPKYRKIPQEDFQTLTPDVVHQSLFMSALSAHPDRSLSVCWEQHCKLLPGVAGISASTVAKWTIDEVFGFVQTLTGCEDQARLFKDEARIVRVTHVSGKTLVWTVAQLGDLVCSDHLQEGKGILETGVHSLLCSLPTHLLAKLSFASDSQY
#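 Displacement of a biotinylated histone H3(1-15) peptide monomethylated at Lys9 (75 nM) from L3MBTL1 (50 nM) was measured by AlphaScreen after a 30 min room-temperature compound incubation; cefsulodin titration served as intraplate control.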
# TRb SRC2 PPI = TRbeta-SRC2 interaction inhibition. TRbeta-SRC2 peptide binding, fluorescence polarization; receptor liganded with 1 µM T3. P10828. 0.065% of 280,000 active. Potency, µM (series often up to 106 µM), inactives show top-dose activity change, negative = inhibition, actives largely listed as inhibitors. AID 1469;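 also: plate controls were bound peptide for no effect and peptide without receptor for full effect; nearly all actives have a fitted effect of over 50% in size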
#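 Fluorescence polarization of 20 nM Texas Red SRC2 peptide with 0.6 uM human TRb ligand-binding domain, in Tris buffer with 1uM T3 and 5% DMSO. Incubated 5 hr ambient; normalized to unbound and bound controls.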
# TexasRed fluor = counter-screen for TRb-SRC2 inhibitors: fluorescence interference; TRb/SRC2 Texas Red total fluorescence interference; Potency, µM (doses to about 106 µM), for inactives: at the top dose fluorescence change, negative = quenching; 0.29% of 280,000 active; AID 1479; active = well fitted curve in either direction with a large enough effect; inconclusive = small, poorly fitted or top-dose-only effect
#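 Flags fluorescent or light-absorbing compounds by total fluorescence, S + 2P, at 555 nm excitation and 632 nm emission. Mixture: 20 nM Texas Red SRC2 peptide, 0.6 uM human TRb LBD, 1 uM T3, 5% DMSO; compound exposure 5 h at ambient temperature.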
# Tau fibril ThT = tau fibrillization inhibition (ThT binding); Potency, µM (top dose mostly 57.4 µM), for the others: top-dose activity, negative = inhibition, hits mostly inhibitors; recombinant tau K18 P301L (four-repeat tau fragment), heparin-induced fibrillization, ThT fluorescence; 2.1% of 270,000 active; P10636; AID 1460; also: nearly all actives have a fitted effect of over 55% in size
#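 Tau K18 P301L fragment (15 uM unlabeled plus 0.24 uM Alexa 594-labeled) in 100 mM sodium acetate pH 7 with compound, fibrillization induced by 20 uM heparin for 6 hr at 37 C. Thioflavin T (30 uM) added, fluorescence read after 1 hr (ex 450, em 510 nm).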
# Numbers without * were called inactive; i = inactive; u = inconclusive; x = not tested or not shown; & = joins results of further samples; [ ] = remark or other dose. Unless noted, calls follow the shape of the dose curve; as a rule, active = well fitted curve in the direction sought with a large enough effect; inconclusive = small, poorly fitted or top-dose-only effect, or another doubt; inactive = no such curve, though single readings can be large; an effect the other way counts as inactive or inconclusive. Unless noted, % is scaled to controls: 0 for no effect and ±100 for the full control effect; potency is read from the fitted curve at half-maximal effect. The list is partial; count on the stated rates, not on these rows.
# Values run as follows: RGS12 GoLoco inh	Tau fibril FP	RECQ1 helicase	JMJD2E inh	L3MBTL1 block	TRb SRC2 PPI	TexasRed fluor	Tau fibril ThT
COc1ccccc1CNc1cc(CSc2ccc(Cl)cc2)nc(C)n1
 : 2%	1%	-17%	1%	x	-13%	-3%	u
CCOC(=O)c1cc(/C(C)=N/OC(=O)c2ccc(C(C)(C)C)cc2)on1
 : -12%	-3%	-12%	-10%	5%	-9%	-1%	-19%
Cc1ccc2nc(N(CCCN(C)C)C(=O)c3ccco3)sc2c1
 : 9%	-3%&-4%	13%	3%	x	-1%&-2%	-1%&-3%	u
CCOc1ccc(C(=O)N2CCN(Cc3cc(=O)n4nc(-c5cccc(OC)c5)sc4n3)CC2)cc1
 : x	-1%	x	x	x	-11%	2%	u
Cc1ccc(CS(=O)(=O)Cc2ccc(C(=O)NCc3ccccn3)o2)cc1
 : 0%	u	0%	8%	-4%	-8%	0%	-6%
COc1ccc(OC)c2sc(Cl)nc12
 : -9%	-14%	i	-2%	5%	-2%	-2%	-8%
O=C(c1ccncc1)c1ccc([N+](=O)[O-])cc1
 : 9%	1%	21%	-11%	u	6%	-4%	1%
O=C(CN1CCOCC1)Nc1ccccc1C(=O)O
 : -8%	6%	-14%	-2%	x	8%	-1%	-6%
Cc1ccc(OCC(O)Cn2c(NCCc3ccccc3)nc3c2c(=O)[nH]c(=O)n3C)cc1 (stereo unspecified)
 : 8%	7%	i	-1%	u	-12%	-5%	-13%
S=C(NCCc1ccccc1)NCC(c1ccco1)N1CCCCC1 (stereo unspecified)
 : 17%	3%	i	u	4%[11.4 µM]	-4%	-1%	-15%
CCC(CC)C(=O)NCCCN1CCOCC1
 : 8%	1%	i	2%	7%	-6%	0%	4%
O=S(=O)(NCc1cccnc1)c1ccc(Br)s1
 : 3%	-6%	-4%	-4%	5%	-2%	-3%	-4%
O=C(CCCc1nc2ccccc2s1)NCc1ccc(F)cc1
 : -8%	-8%	4%	-3%	-12%	-7%	-3%	0%
Cc1cccc(NCCC(=O)c2ccc([N+](=O)[O-])cc2)c1C
 : 6%	2%	4%	-1%	-24%	-10%	0%	u
O=C(NCc1cccnc1)C1CCCN(S(=O)(=O)c2ccc(Br)cc2)C1 (stereo unspecified)
 : 6%	-13%	i	2%	x	-17%	-2%	4%
COc1cc2c(cc1OC)C(C(=O)Nc1cccc(C)n1)C(c1cccnc1)N(C)C2=O (stereo unspecified)
 : 7%	-7%	-5%	2%	-2%	-8%	-5%	-3%
COc1ccc(NC(=O)Cc2coc3cc(C)ccc23)cn1
 : 5%	-8%	i	-1%	x	-4%	-4%	-17%
CCC(C)(C)n1nnnc1C(c1cc(OC)c(OC)c(OC)c1)N1CCN(c2ccccc2)CC1 (stereo unspecified)
 : 0%	2%	-13%	2%	x	0%	-2%	-11%
Cc1ccc2c(c1)sc1nc(-c3cc4cc(Cl)ccc4oc3=O)cn12
 : x	0%	x	x	x	4%	-2%	u
S=C(Nc1ccc(N2CCOCC2)cc1)Nc1ccc2snnc2c1
 : 6%	2%	-2%	-26%	x	-10%	7%	u
O=C(Nc1cc(Cl)ccc1O)c1cc(-c2ccc3c(c2)OCO3)on1
 : x	-11%	x	x	x	-8%	u	-16%
COc1ccc(NC(=O)Cc2csc(COc3cccc(C)c3)n2)c(OC)c1
 : x	-3%	x	x	x	-5%	1%	u
NS(=O)(=O)c1ccc(NC(=O)COC(=O)c2cnccn2)cc1
 : -11%	-2%	-10%	-1%	12%	-6%	-5%	-16%
COc1cc(OC)cc(C2C(C#N)=C(N)Oc3n[nH]c(-c4cccnc4)c32)c1 (stereo unspecified)
 : 5%	-3%	1%	-29%	u	3%	0%	u
Cc1cc(C)nc(NC2=NCC(=O)N2c2ccccc2)n1
 : -5%	2%	-4%	-25%	-2%	-26%	0%	-3%
CCOc1ccc(C(=O)NC(Cc2ccccc2)C(=O)OC)cc1 (stereo unspecified)
 : 16%	2%	-17%	6%	8%	-20%	2%	0%
COc1ccc(Oc2cnc3ccccc3n2)cc1
 : 0%	-5%	-12%	-11%	15%	-11%	-1%	-6%
COC(=O)COn1c(-n2nc(C)cc2C)nc2ccccc2c1=O
 : 0%	-5%	i	-1%	x	0%	2%	-9%
COc1ccccc1NC(=O)C1=C(C)Nc2nc(SCc3ccccc3Cl)nn2C1c1ccncc1 (stereo unspecified)
 : x	-4%	x	x	x	-2%	-1%	-6%
O=C1[C@H]2[C@H](ON3CCCC[C@H]23)C(=O)N1c1ccc(Cl)cc1
 : -11%	1%	0%	3%	x	-6%	1%	-4%
O=C(CC1NC2CCCCC2NC1=O)Nc1ccc2c(c1)OCO2 (stereo unspecified)
 : -1%	3%	-13%	-2%	-6%	-11%	1%	1%
COc1ccc(-c2c3c([nH]c(=S)c2C#N)CCC3)cc1
 : -3%	-2%	-18%	u	-3%	-13%	3%	u
CCC(=O)NC(=S)Nc1ccccc1C(=O)OC
 : 6%	8%	-3%	0%	2%	6%	-1%	-13%
CCOC(=O)C1(CCSC)NC(c2ccco2)C2C(=O)N(CC)C(=O)C21 (stereo unspecified)
 : 2%	1%	-5%	-4%	x	-5%	2%	1%
CCN(CC)C(=O)CSc1nnc(CNc2ccc(F)cc2)n1-c1ccccc1
 : 3%	-2%	0%	3%	-3%	8%	-2%	-10%
O=C(CCN1C(=O)C2C3C=CC(C3)C2C1=O)Nc1c(F)cccc1F (stereo unspecified)
 : 8%	1%	-20%	0%	-1%	-15%	2%	0%
O=C(CN1CCCC1)N1CCN(c2ccccc2)CC1
 : 15%	3%	-6%	-16%	-6%	5%	-1%	u
COc1ccc(CN2CCN(Cc3ccc(C)cc3)C(CCO)C2)cc1OC (stereo unspecified)
 : 1%	4%	i	5%	38%[activator]	-4%	-3%	-11%
c1coc(CNC2CCCCCCC2)c1
 : -2%	-2%	-2%	-23%	4%	4%	-2%	-3%
CCC(C)NS(=O)(=O)c1ccc(N2CCCCS2(=O)=O)cc1 (stereo unspecified)
 : x	-7%	x	x	x	-5%	-2%	-5%

# Part of the list above, showing only L3MBTL1 block, TRb SRC2 PPI and Tau fibril FP.
SMILES | L3MBTL1 block | TRb SRC2 PPI | Tau fibril FP
O=C(CN1CCCC1)N1CCN(c2ccccc2)CC1 | -6% | 5% | 3%
COc1ccc(CN2CCN(Cc3ccc(C)cc3)C(CCO)C2)cc1OC (stereo unspecified) | 38%[activator] | -4% | 4%
c1coc(CNC2CCCCCCC2)c1 | 4% | 4% | -2%

# Next section:
# Values run as follows: RGS12 GoLoco inh	Tau fibril FP	RECQ1 helicase	JMJD2E inh	L3MBTL1 block	TRb SRC2 PPI	TexasRed fluor	Tau fibril ThT
CN(C)S(=O)(=O)c1ccc(N2CCCC2)c(C(=O)Nc2nc(-c3ccc(F)c(F)c3)cs2)c1
 : 4%	-15%	6%	u	5%	1%	1%	5%
O=C(Nc1nc2ccc(F)cc2s1)c1ccccn1
 : 34%[activator]	3%	-4%	-2%	x	5%	-1%	u
COc1cc(OC)cc(C(=O)N[C@H](C(=O)Nc2nc(-c3cc(OC)ccc3OC)cs2)C(C)C)c1
 : 15%	0%	-12%	u	-18%	4%	-1%	-13%
Cc1c(O)c2ccccc2oc1=O
 : 12%	3%	i	u	x	-1%	0%	x
CS(=O)(=O)c1ccc2nc(NC(=O)C3CCCCC3)sc2c1
 : 3%	-7%	-1%	0%	-10%	-5%	2%	7%
CCc1cc(C(=O)Nc2cnn(Cc3ccccc3C)c2)no1
 : x	0%	x	x	x	-11%	-52%	-9%
CCSc1nnc(NC(=O)C2CCCCC2C(=O)O)s1 (stereo unspecified)
 : -9%	5%	-12%	-10%	5%	2%	-4%	-5%
CCC(C)[C@H](NC(=O)NCc1ccc(S(N)(=O)=O)cc1)C(=O)O (stereo partly specified)
 : 4%	2%	-13%	0%	15%	-4%	1%	6%
Cc1ccc(N/C(N)=N/c2nc(CSc3ccc(C)cc3)cc(=O)[nH]2)cc1
 : 12%	5%	21%	7%	x	-4%	2%	-1%
CC1CCC(C(C)C)C(OC(=O)Cn2nnc3c(cnn3-c3ccccc3)c2=O)C1 (stereo unspecified)
 : 1%	-6%	32%[activator]	-9%	x	-2%	-3%	-5%
CCN(C(=O)c1cc2c(=O)[nH]c3ccc(C)cc3c2s1)c1ccccc1F
 : 12%	-2%	-3%	-18%	x	-2%	-3%	x
O=C(NCC1CCCO1)c1csc2c1CCCCC2 (stereo unspecified)
 : -5%	1%	-2%	6%	1%	-2%	-2%	-5%
CC(C)OC(=O)C1C(=O)CC(C)(O)C(C(=O)OC(C)C)C1c1cccc([N+](=O)[O-])c1 (stereo unspecified)
 : -23%	9%	10%	0%	x	-5%	-2%	3%
O=C(O)CCN1C(=O)C2C3CC(C2C1=O)C1C(c2ccccc2)c2sc(=O)[nH]c2SC31 (stereo unspecified)
 : -17%	-3%	-5%	-1%	x	-6%	-2%	-18%
Cc1ccccc1CNC(=O)CCCn1ncn2c(cc3occc32)c1=O
 : x	-7%	x	x	x	3%	-1%	-8%
CC(=O)CCC(=O)N1CCCC(CNC(=O)c2ccc(-c3ccccc3)cc2)C1 (stereo unspecified)
 : 17%	12%	i	u	5%	3%	-4%	-3%
Cc1c(NC(=O)CSc2n[nH]c(=O)n2-c2ccccc2)c(=O)n(-c2ccccc2)n1C
 : 1%	-5%	-5%	2%	x	-4%	0%	5%
Cc1c(-c2ccccc2)c(=O)oc2c(CN3CCN(C)CC3)c(O)ccc12
 : x	-5%	x	x	x	-2%	-22%	-7%
Cc1cccc(S(=O)(=O)NCC2CCCO2)c1 (stereo unspecified)
 : -2%	3%	-12%	-1%	x	5%	1%	-1%
NS(=O)(=O)c1cc2c(cc1Cl)NC(CSCc1ccccc1)=NS2(=O)=O
 : 10%	9%&-7%	1%	-14%&-2%	-14%	12%	2%	3%&3%
